sEH activator: increases human soluble epoxide hydrolase activity | P34913 | purified human sEH enzymatic activity, activator screen | activation, % at 2 µM | actives 0.04% (n = 91,000) | AID 717; in the data active = activation above about 37%; note: values of inactives mirror those of a sister screen read the other way
Target sequence (P34913 whole entry, looked up): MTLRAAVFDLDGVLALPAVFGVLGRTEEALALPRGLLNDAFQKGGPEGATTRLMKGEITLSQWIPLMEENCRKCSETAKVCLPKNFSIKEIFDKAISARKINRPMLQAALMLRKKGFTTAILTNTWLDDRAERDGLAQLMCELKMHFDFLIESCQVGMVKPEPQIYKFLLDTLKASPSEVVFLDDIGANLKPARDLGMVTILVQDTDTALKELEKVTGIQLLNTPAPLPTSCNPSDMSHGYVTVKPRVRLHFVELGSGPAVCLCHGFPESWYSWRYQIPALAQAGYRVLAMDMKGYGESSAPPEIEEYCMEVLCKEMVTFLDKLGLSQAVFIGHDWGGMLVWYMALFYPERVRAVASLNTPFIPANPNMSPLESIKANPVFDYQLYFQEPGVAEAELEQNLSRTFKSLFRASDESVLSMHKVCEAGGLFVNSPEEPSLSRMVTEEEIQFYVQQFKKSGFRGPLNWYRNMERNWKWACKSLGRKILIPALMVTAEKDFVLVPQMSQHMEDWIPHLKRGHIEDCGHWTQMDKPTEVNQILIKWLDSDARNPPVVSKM
sEH inhibitor: soluble epoxide hydrolase (human) inhibition | P34913 | recombinant human sEH enzymatic activity assay | inhibition, % at 2 µM | actives 0.34% (n = 91,000) | AID 707; in the data active = inhibition above about 80%; note: values of inactives mirror those of a sister screen read the other way; many of its hits are not listed in these tables
Active calls of the source: *. This is a subset (hit frequency here may not be typical).

The first five records (preview)
1. CN(C)C(=O)c1cn(-c2ccccc2)c(=O)c2ccccc12
2. O=C(NCCCN1CCOCC1)c1cc(C(=O)C2CC2)c[nH]1
3. CCCOc1ccc(OCCNC2CCCC2)cc1
4. Cc1coc2c(C)c3oc(=O)cc(-c4ccccc4)c3cc12
5. CCS(=O)(=O)Nc1cccc(C2=NN(S(=O)(=O)c3ccccc3)C(c3cccs3)C2)c1 (stereo not given)
entry no.	1	2	3	4	5
sEH activator	-4	-1	13	-4	2
sEH inhibitor	2	-1	-13	3	3

The whole of this part, repeating the preview:
1. CN(C)C(=O)c1cn(-c2ccccc2)c(=O)c2ccccc12
2. O=C(NCCCN1CCOCC1)c1cc(C(=O)C2CC2)c[nH]1
3. CCCOc1ccc(OCCNC2CCCC2)cc1
4. Cc1coc2c(C)c3oc(=O)cc(-c4ccccc4)c3cc12
5. CCS(=O)(=O)Nc1cccc(C2=NN(S(=O)(=O)c3ccccc3)C(c3cccs3)C2)c1 (stereo not given)
6. CCCOc1ccc(C(=O)Nc2ccc(C)cc2[N+](=O)[O-])cc1
7. COC(=O)Nc1ccc(=O)n(Cc2c(Cl)cccc2Cl)c1
8. O=C1Nc2ccc([N+](=O)[O-])cc2C1(O)N1CCCCCC1 (stereo not given)
entry no.	1	2	3	4	5	6	7	8
sEH activator	-4	-1	13	-4	2	-3	4	-2
sEH inhibitor	2	-1	-13	3	3	3	-2	0

9. C=CCOc1cccc(CNn2cn[nH]c2=S)c1
10. C=CCn1c(O)c(N=NC(=O)c2ccc3c(c2)OCO3)c2ccccc21
11. COc1ccc(CCCC(=O)NC2CCCCC2)cc1
12. CCOc1c2ccc(C(=O)NCc3ccc(OC)cc3)cc2nn1CCOC
13. CN(C)C(=C(C#N)C#N)N1CCN(c2ccc(Cl)c(Cl)c2)CC1
14. O=C1CCCc2ccccc2N1Cc1ccc(Cl)cc1
15. CCC(=O)Nc1cccc(C(=O)OCC(=O)c2ccccc2Cl)c1
16. Cc1cc(C)nc(NN2C(=O)/C(=C/c3ccc(O)cc3)SC2=S)n1
entry no.	9	10	11	12	13	14	15	16
sEH activator	2	-2	-51	4	1	0	-6	0
sEH inhibitor	0	0	52	-2	-4	0	5	2

17. O=C(N/N=C/C1CCCCC1)c1cc(Cl)ccc1O
18. COc1ccc(/C=C(/C#N)C(=O)NC2CCCCC2)cc1Br
19. CCOc1c(Cl)cnn(-c2ccc(C)cc2)c1=O
20. O=C(CSc1cccc2cccnc12)OCC(=O)c1ccc(Br)cc1
21. Cn1cccc1C(=O)C(=O)Nc1cccc(Cl)c1Cl
22. CCc1ccccc1OCCOc1ccc(C)cc1OC
23. CCC(=O)N(CC)C1=C(O)c2ccccc2C(=O)C1=O
24. CCOC(=O)C(=CNCC(=O)O)C(=O)OCC
entry no.	17	18	19	20	21	22	23	24
sEH activator	13	1	-7	13	16	14	-13	2
sEH inhibitor	-10	1	9	-10	-9	-14	15	1

25. CCCC(=O)N1CCN(c2ccc(NC(=O)c3sc4ccccc4c3Cl)cc2)CC1
26. CCNS(=O)(=O)c1ccc(CCC(=O)Nc2cc(Cl)ccc2Oc2ccccc2)cc1
27. O=[N+]([O-])c1cccc(/C=C/c2nc(C=Nc3ccc4ccccc4c3)c(O)o2)c1
28. N#Cc1c(C(F)(F)F)cc(-c2ccccc2)[nH]c1=O
29. Cc1ccc(CNC(=O)CCNC(=O)Cn2ccc3ccccc3c2=O)cc1
30. COc1ccc(CNC(=O)C2CC(c3ccccc3[N+](=O)[O-])=NO2)cc1 (stereo not given)
31. CC(C)(C)c1nc2ccccc2c2nnc(SCC(=O)Nc3nc4ccccc4s3)n12
32. CCn1c(SCC(=O)NNC(=O)Cc2ccccc2)nnc1-c1ccccc1
entry no.	25	26	27	28	29	30	31	32
sEH activator	10	3	-8	21	-10	-9	-9	5
sEH inhibitor	-9	0	5	-19	7	6	9	-2

33. Cc1ccc(NC(=O)c2ccc(Cl)c(N3C(=O)C=CC3=O)c2)cc1
34. O=C(Nc1ccccc1)OCc1cc(-c2ccc(Cl)cc2)on1
35. O=C(c1ccc(Cl)cc1Cl)c1ncc(C(F)(F)F)cc1Cl
36. O=[N+]([O-])c1ccccc1OCCCN1CCOCC1
37. FC(F)(F)c1cc(-c2ccco2)nc(N2CCN(Cc3ccccc3)CC2)n1
38. O=[N+]([O-])c1ccc(O)c(-c2nc(-c3ccccc3)c(-c3cccs3)[nH]2)c1
39. CS(=O)c1ccccc1COC(=O)Nc1cccc(Cl)c1 (stereo not given)
40. CCOC(=O)c1ccccc1NC(=O)/C(C)=C/C(=O)O
entry no.	33	34	35	36	37	38	39	40
sEH activator	-69	11	7	-1	-10	-8	-1	-7
sEH inhibitor	71	-9	-7	-1	12	6	4	6

Single records, as listed above:
CCOC(=O)c1ccccc1NC(=O)/C(C)=C/C(=O)O in the list: sEH activator = -7; sEH inhibitor = 6
O=[N+]([O-])c1ccc(O)c(-c2nc(-c3ccccc3)c(-c3cccs3)[nH]2)c1 in the list: sEH activator = -8; sEH inhibitor = 6
O=C(c1ccc(Cl)cc1Cl)c1ncc(C(F)(F)F)cc1Cl in the list: sEH activator = 7; sEH inhibitor = -7

Following part
41. CO/N=C/C(C#N)c1ncc(C(F)(F)F)cc1Cl (stereo not given)
42. Cc1ccc(-n2c(C)cc(/C=C(\C#N)C(=O)NCC3CCCO3)c2C)cc1 (stereo not given)
43. CN(Cc1ccccc1)C(=O)CC(c1ccccc1)c1cc(Cl)ccc1O (stereo not given)
44. COc1ccc([N+](=O)[O-])cc1NCc1ccccc1C
45. Cc1ccc(NC(=S)Nc2ccc(Br)cc2)cc1
46. CC(=C\C(=O)O)/C(=C/c1ccccc1)C(=O)O
47. COc1ccc(C(=O)c2ccccc2)cc1Br
48. CC(C)(C)c1ccc(C(=O)NNC(=O)C(=O)N2CCCCC2)cc1
entry no.	41	42	43	44	45	46	47	48
sEH activator	-12	-10	1	5	-2	21	9	-2
sEH inhibitor	12	11	2	-8	2	-23	-8	5

49. CCOc1cc(/C=N\Nc2ccc([N+](=O)[O-])cc2)ccc1OCC(=O)Nc1ccc(C)c(C)c1
50. c1ccc(Oc2ncnc3oc(-c4ccccc4)cc23)cc1
51. CC(=O)Nc1ccc([N+](=O)[O-])cn1
52. O=C(CSc1ccccn1)Nc1nc2ccc(Br)cc2s1
53. Cc1cccc(C(=O)O/N=C2\CCCc3ccccc32)c1
54. CC(C)Sc1cc(N2CCOCC2)nc(-c2ccc(Cl)cc2)n1
55. O=C(O)/C=C\C(=O)NCc1ccccc1
56. OCC1CCCN1C(=S)Nc1ccccc1 (stereo not given)
entry no.	49	50	51	52	53	54	55	56
sEH activator	0	0	-5	13	-2	20	3	35
sEH inhibitor	0	6	4	-12	3	-19	-1	-34

57. COc1ccc(-c2nc(-c3ccccc3)nc(Cl)c2C#N)cc1
58. COc1cccc(NC(=O)c2ccc(-n3cccn3)nc2)c1
59. O=C(N/N=C/c1c(Cl)cccc1Cl)c1ccc(F)cc1
60. O=C(CN(c1ccccc1)S(=O)(=O)c1ccccc1)NCCSc1nc2ccccc2s1
61. Cc1ccc(SCC2(O)CCN(S(=O)(=O)c3ccc(Cl)cc3)CC2)cc1
62. COc1ccccc1C1(CC(=O)Nc2nccs2)CCOC(C(C)C)C1 (stereo not given)
63. CC(O)(CS(=O)(=O)Cc1cccc(C(F)(F)F)c1)C(=O)Nc1cccc(C(F)(F)F)c1 (stereo not given)
64. COc1ccc(C2C(C(C)=O)=C(O)C(=O)N2c2ccc(Br)cn2)cc1 (stereo not given)
entry no.	57	58	59	60	61	62	63	64
sEH activator	-15	-25	-15	4	-7	6	17	0
sEH inhibitor	12	27	15	-4	10	-4	-15	2

65. Cc1ccccc1SCc1noc(C(=O)NC(C)C)c1C(=O)O
66. O=C(NC(N1CCCC1)C(Cl)(Cl)Cl)c1ccccc1 (stereo not given)
67. CCOc1cc(NC(=S)Nc2cccc(OC)c2)c(OCC)cc1NC(=O)c1ccc(C)cc1
68. O=C(Oc1ccc(=O)n(-c2ccccc2)n1)c1cccc(Cl)c1
69. Cc1ccc(C(=O)N/C(=C\c2ccc(-c3cc(Cl)ccc3Cl)o2)C(=O)NCc2cccnc2)cc1
70. Cc1nn(Cc2ccccc2Cl)c(C)c1NC(=O)NC12CC3CC(CC(C3)C1)C2
71. O=C(N/N=C/c1cccnc1)c1ccc([N+](=O)[O-])cc1
72. CC1CCN(S(=O)(=O)c2ccc(Oc3ccc([N+](=O)[O-])cc3)cc2)CC1
entry no.	65	66	67	68	69	70	71	72
sEH activator	18	13	18	4	-5	-91	-2	6
sEH inhibitor	-11	-14	-22	2	6	91*	-1	-3

73. COc1ccc(C(=O)NNC(=S)NC(=O)c2ccco2)cc1
74. Cc1occc1C(=O)NNC(=O)Cc1ccccc1
75. Cc1ccc(NC(=O)Cn2nc([N+](=O)[O-])c(Br)c2C)cc1C
76. O=C(CCCCn1c(=O)c2ccccc2n(CC(=O)NC2CCCC2)c1=O)NC1CCCC1
77. Cc1ccc(NC(=O)c2ccc(NCC3CCCO3)c([N+](=O)[O-])c2)cc1Cl (stereo not given)
78. O/N=C/c1ccccc1OCc1ccccc1Cl
79. CCOC(=O)c1c(-c2ccccc2)csc1NC(=O)c1cccc(N2C(=O)CCC2=O)c1
80. O=C(O)c1sccc1SCc1ccc(Cl)cc1Cl
entry no.	73	74	75	76	77	78	79	80
sEH activator	9	3	-10	-4	-13	2	11	-5
sEH inhibitor	-6	-6	12	5	12	-5	-10	6

Two entries from above, in markdown.
| entry | SMILES | sEH activator | sEH inhibitor |
| --- | --- | --- | --- |
| 73 | COc1ccc(C(=O)NNC(=S)NC(=O)c2ccco2)cc1 | 9 | -6 |
| 74 | Cc1occc1C(=O)NNC(=O)Cc1ccccc1 | 3 | -6 |

(more compounds)
81. COc1ccc(CNC(=O)c2csc(Cc3ccc(Cl)cc3)n2)cc1
82. O=[N+]([O-])c1cccnc1NCCNc1ncc(C(F)(F)F)cc1Cl
83. COc1ccc(CNc2cc([N+](=O)[O-])ccc2OC)cc1
84. Cc1nc(NC(=O)c2ccco2)sc1-c1csc(Nc2ccc(Cl)cc2)n1
85. Cc1cccc(C)c1NC(=O)CSc1nc(COc2ccccc2)nc2ccccc12
86. Cc1ccc(Cn2ccc(NC(=O)c3cc4nc5c(c(C(F)(F)F)n4n3)CCc3ccccc3-5)n2)cc1
87. C/C(=C\c1ccccc1)C(=O)n1nnc2ccccc21
88. CC(C)(C(=O)c1ccccc1)/[N+]([O-])=C/c1ccc(F)cc1
entry no.	81	82	83	84	85	86	87	88
sEH activator	-6	1	-2	-23	-8	1	15	-16
sEH inhibitor	9	-2	6	27	6	-3	-14	19

89. CN=C(Nc1ccc(Cl)cc1)c1cccc(C(F)(F)F)c1
90. CCOC(=O)Cc1csc(NC(=S)NC(=O)c2ccccc2C)n1
91. COC(=O)c1sccc1-c1ccc(C(=O)Nc2cccc(Cl)c2)o1
92. O=C(Nc1ccc2c(c1)nc1n2CCN(C2CCCCC2)C1)NC1CCCCC1
93. Cc1ccc(S(=O)(=O)N(CC(=O)NCCSCc2ccco2)c2cc(C)ccc2C)cc1
94. CCC(=O)Nc1ccc(C(=O)NNC(=O)c2cccs2)cc1
95. O=C(c1ccccc1Cl)N1N=C(c2ccc(Br)cc2)CC1c1nc2ccccc2[nH]1 (stereo not given)
96. O=C1/C(=C\c2cccnc2)SC(=S)N1C1CCS(=O)(=O)C1 (stereo not given)
entry no.	89	90	91	92	93	94	95	96
sEH activator	-2	-7	-20	-89	-7	3	12	9
sEH inhibitor	4	9	20	89*	6	-6	-5	-6

97. COc1ccc2ccccc2c1/C=N\n1c(C)cc(C)c(C(N)=O)c1=O
98. O=C(Nc1cccc(Cl)c1N1CCCC1)c1cccc(-c2cc3ccccc3oc2=O)c1
99. Cc1ccc(C)c(NS(=O)(=O)c2cc(C(=O)Nc3ccccc3-c3ccccc3)ccc2C)c1
100. Cn1c(=O)n(CC#N)c2ccccc21
101. Cc1ccc(C)c(NC(=S)N(CCc2nc3cc(C)c(C)cc3[nH]2)Cc2cccnc2)c1
102. COc1ccccc1NC(=O)C(C/C=C(\C)Cl)C(C)=O (stereo not given)
103. COc1ccc(N2CCN(C(=S)Nc3cccc(C)c3)CC2)cc1
104. Cc1ccc(C(=O)OCCc2c(C)[nH]n(-c3ccccc3)c2=O)cc1
entry no.	97	98	99	100	101	102	103	104
sEH activator	-5	22	2	9	21	5	8	1
sEH inhibitor	8	-21	-4	-8	-20	-5	-5	0
